From PubChem BioAssay
HTR5A ag: HTR5A agonists in luminescence cell assay, primary screen, counter-screen for OPRM1-OPRD1 heterodimer agonist project, full-deck HTS; 5-hydroxytryptamine receptor 5A (Homo sapiens), P47898; cell-based; activation, % at 9.3 µM; 0.61% of 340,000 active; AID 504692, 2011; in the data active = activation mostly above about 9.5%, no sharp cut-off; inactive = mostly below about 7.6%;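 note: 0% = cells with vehicle only and 100% = reference agonist; strong numbers were not always called active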
dFosB activator: activators of delta FosB homodimer, primary screen, biochemical, fluorescence polarization, TAMRA-CDK5 oligo, single point | AID 493131, 2011 | Protein FosB (Mus musculus), P13346 | activation, % at 25 µM | 0.99% of 340,000 active | purified delta FosB; percent of positive-control signal above neutral wells;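 active = mean activation above about 17%, with every replicate also reaching it, limit read from the data, passing the limit was not always enough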;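 note: fluorescence polarization rise as delta FosB binds a TAMRA Cdk5 AP-1 oligo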
Wnt bcat act: Wnt/beta-catenin pathway activators, primary screen, cell-based, plate reader, single point; Wnt/beta-catenin reporter cell assay, activator; activation, % at 9.35 µM; 1.2% of 300,000 active; AID 743398, 2014; in the data active = activation above about 30%, passing the limit was not always enough;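 note: 0% = neutral control wells and 100% = positive control wells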
MITF act: activators of MITF-driven TRPM1 promoter reporter, primary screen, cell-based, SK-MEL-5, luciferase, single point. AID 588334, 2011. 0.75% of 300,000 active. activation, % at 12.5 µM. SK-MEL-5 TRPM1-promoter luciferase, 24 h; % of positive control, neutral wells = 0;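 active = mean activation of at least 80% with every replicate also reaching 80%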;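 note: 0% = neutral control wells and 100% = parthenolide positive control wells; values of inactives mirror those of a sister screen read the other way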
NSD2 HMT inh: NSD2 histone methyltransferase inhibitors, primary screen, biochemical, AlphaScreen, single concentration, set 2 | Histone-lysine N-methyltransferase NSD2 (Homo sapiens), O96028 | NSD2 peptide methylation, 120 min | inhibition, % at 12.5 µM | 0.54% of 310,000 active | AID 743445, 2014; in the data active = inhibition above about 50%
V-ATPase pHluor: regulators of yeast V-ATPase proton pumping, primary screen, pHLuorin cytosolic pH fluorescence. 0.37% of 350,000 active. response, % at 10 µM. S. cerevisiae; in the data active = response mostly above about 7.3%, no sharp cut-off; inactive = mostly below about 5.4%; note: actives read high; inactives centre near 0; some compounds called inactive have numbers as strong as hits; reference of the scale not given here
PvdQ acylase: P. aeruginosa PvdQ acylase inhibitors, primary screen, biochemical, fluorescence, plate reader and imaging, single point | purified PvdQ acylase | 0.063% of 340,000 active | PvdQ acylase [Pseudomonas aeruginosa LESB58] | inhibition, % at 10 µM; in the data active = inhibition above about 30%, passing the limit was not always enough;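 note: 0% = vehicle neutral wells and 100% = reference inhibitor wells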
SR-BI DiI inh: inhibitors of SR-BI mediated HDL lipid uptake, primary screen, ldlA[mSR-BI] cells, fluorescence, single point; Scavenger receptor class B member 1 (Mus musculus), Q61009; ldlA[mSR-BI] CHO cells, DiI-HDL uptake fluorescence, 3 h; inhibition, % at 12.5 µM; 0.96% of 320,000 active; AID 488896, 2010;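 active = mean replicate inhibition of at least 70% and a set share of replicates each scoring 70 or more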;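 note: 0% = median of neutral control wells and 100% = median of positive control wells; values of inactives mirror those of a sister screen read the other way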
CDK5 p35 inh: inhibitors of human CDK5/p35 kinase, primary screen, biochemical, single concentration; Cyclin-dependent kinase 5 (Homo sapiens) + Cyclin-dependent kinase 5 activator 1 (Homo …; Recombinant CDK5/p35, ADP-Glo luminescence, 60 min; inhibition, % at 10 µM; 0.01% of 330,000 active; AID 488839, 2010;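 active = highest replicate inhibition of at least 50% and at least 75% of replicates reaching 50%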;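 note: plate controls were DMSO neutral control for no effect and GW8510 at 10 µM for full effect; many of its hits are not listed in these tables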
HTR5A inv ctr: HTR5A inverse agonists in luminescence cell assay, primary screen, counter-screen for OPRM1-OPRD1 heterodimer inverse agonist project, full-deck HTS | 5-hydroxytryptamine receptor 5A (Homo sapiens), P47898 | HTR5A cell line, inverse agonism | inhibition, % at 9.3 µM | 0.083% of 340,000 active | AID 504634, 2011; in the data active = inhibition mostly above about 23%, no sharp cut-off; inactive = mostly below about 18%;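 note: 0% = cells with DMSO and 100% = no-cell wells with DMSO; some compounds called inactive have numbers as strong as hits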
Starred values were filed as active, the others as inactive; . = no result given.

Under each structure: HTR5A ag, dFosB activator, Wnt bcat act, MITF act, NSD2 HMT inh, V-ATPase pHluor, PvdQ acylase, SR-BI DiI inh, CDK5 p35 inh, HTR5A inv ctr
O=C(N/N=C/c1cccc(O)c1)c1ccc(NC(=O)C2CCCCC2)cc1
    1.3, -4.6, 0.1, -16.2, -0.9, 1.1, 1.0, 39.2, 0.2, 16.2
Cc1cc(NC(=O)CSc2nnc3c4c(C)c(C)sc4ncn23)no1
    1.3, -13.2, -2.5, -15.2, -0.3, 2.9, -10.1, 20.6, 1.0, -3.2
Cc1cccc(C)c1NC(=O)CN(C)C(=O)c1cccc(S(=O)(=O)N2CCN(c3ccccc3)CC2)c1
    3.0, -19.3, 0.2, -10.6, 1.2, 4.5, -0.5, 17.6, -4.2, 12.1
COC(=O)C(CC(C)C)N1CCC(=O)c2ccccc2S1(=O)=O (centres undefined)
    -2.0, -7.5, 1.2, -2.3, ., -1.6, 2.1, 5.5, -4.9, 8.8
CCCCCCc1nc(C(N)=O)c2[nH]c(=O)n(-c3ccccc3F)c2n1
    2.5, -11.3, ., -7.5, -0.2, 0.9, 13.2, -2.4, 0.4, 4.5
Cc1cc(NC(=O)CCn2c(=O)sc3ccccc32)no1
    6.1, 5.8, -8.5, 1.4, 0.9, -0.3, 2.2, -20.6, -0.2, 10.3
CCN(CC)CCN1C(=O)c2cccc3cc(N)cc(c23)C1=O
    -4.9, 24.1*, -1.7, -10.8, ., 2.5, 14.6, 14.3, 0.6, 17.4
Cc1cc(C(=O)Nc2nc3ccc(S(C)(=O)=O)cc3s2)c(C)o1
    -2.1, 1.2, 13.1, 58.4, -4.8, -1.2, -3.5, 81.7*, 0.2, 14.4
Cc1ccccc1C(=O)N1CCC(C(=O)NCCc2ccc(S(N)(=O)=O)cc2)CC1
    -0.2, 10.5, -2.0, -4.2, 1.7, 5.3, -18.1, 6.3, 1.5, -1.1
CCN(Cc1ccccc1)C(c1ccncc1)c1nnnn1C(C)(C)C (centres undefined)
    2.6, -5.9, ., -0.1, ., -2.2, 4.5, -15.2, 1.4, 19.1
Cc1ccc(S(=O)(=O)N2CCOCC2)cc1NC(=O)COc1cccc(Oc2ccccc2)c1
    0.2, -9.0, -5.2, -1.7, 0.3, 4.9, 5.3, 12.0, -1.7, -0.5
CCc1ccc(NC(=O)Nc2cccc(OC)c2)cc1
    -3.3, 0.5, -3.5, 50.6, 0.2, -4.3, 11.1, 15.0, 0.0, 9.1
COc1ccc(NC(=O)c2c(-c3c(Cl)cccc3Cl)noc2C)c(OC)c1
    -3.1, -0.4, -3.3, -10.3, -1.2, -0.1, -9.3, ., -2.6, 8.8
C=C1C(=O)O[C@H]2[C@H]1[C@H](OC(=O)/C(C)=C\C)C[C@]1(CO1)[C@@H]1[C@H](OC(C)=O)C=C(C)[C@]21O
    -1.2, -12.1, 5.3, 3.9, 3.0, -3.6, -14.8, -7.9, -1.5, 4.7
COc1ccc(C2(CNC(=O)c3ccc(OC)c([N+](=O)[O-])c3)CCOCC2)cc1OC
    -3.7, -1.5, ., 5.4, -1.1, 0.4, 0.2, -6.4, -2.5, 8.7
CN1C(=O)N(C)C2C1NC(=O)N2C (centres undefined)
    1.8, -0.7, ., 3.8, -0.3, 5.0, 4.9, -5.3, -1.8, -5.8
COc1cccc(/C=N/NC(=O)c2cnn(-c3ccccc3)c2N)c1
    3.0, 2.2, 7.9, 50.1, -1.2, -0.7, -5.3, 28.7, -1.0, -36.7
O=S(=O)(/N=C(\c1ccccc1F)N1CCCCC1)c1ccccc1
    1.5, 4.3, -0.1, 5.5, -1.7, 4.3, -3.9, -41.5, 0.1, -4.3
Cc1cc(C(=O)N2CCN(Cc3ccccc3)CC2)ccc1[N+](=O)[O-]
    4.7, -16.9, 3.4, 18.3, 1.3, 0.2, -24.5, 35.4, 1.2, -17.5
Cc1ccc(Cn2ncc3c(NCCCN4CCOCC4)ncnc32)cc1
    -0.3, 4.2, ., -15.6, -0.2, 0.6, -5.0, -2.5, 0.0, 3.7
CCCNC(=O)N1CCC(C(=O)c2ccc(Cl)cc2)CC1
    0.3, 1.6, -3.3, ., -4.1, -2.9, -2.1, -16.0, 0.7, 5.4
Cc1ccc(O)c(C(=O)C=Cc2ccccc2)c1
    -3.3, -9.2, 11.4, -1.8, -2.4, 2.2, 4.1, 3.9, -0.6, 12.7
CCCC(=O)N(C)c1nnc(-c2ccc(OC)cc2)s1
    0.9, -3.6, 33.7*, 57.3, ., -0.9, -10.5, -8.1, -0.5, 23.8
CC(C)(C)OC(=O)CNC(=O)c1[nH]cnc1C(=O)NCCCCCN
    0.6, -5.2, -2.6, 17.6, ., 2.2, -13.4, -20.8, -0.3, -1.6
Cc1cc2c(NC(=O)Nc3ccccc3)cccc2nn1
    0.1, 6.7, -0.3, ., 1.9, -2.0, -23.0, 18.3, 0.8, -8.4
CCc1ccc(N2C(=O)C(Cl)=C(N3CCOCC3)C2=O)cc1
    4.0, 1.8, 0.2, -3.8, 1.6, 1.2, -7.1, -13.4, 0.6, 12.3
CCOC(=O)c1cnc(-c2ccccc2)nc1Oc1ccc(C)cc1
    6.4, -7.9, 0.9, 3.0, -0.3, 2.5, -11.7, 54.6, -0.9, 8.4
COc1ccc(CCn2c(NN=C(C)C)nc3c2c(=O)[nH]c(=O)n3C)cc1
    4.7, -15.1, -1.5, ., 11.9, -3.0, 10.2, -21.7, 2.5, -12.3
O=C(c1cc(-c2ccc(Cl)cc2Cl)on1)N1CCN(C(=O)c2ccco2)CC1
    3.2, -12.3, ., 1.0, -2.8, -8.0, 12.9, -4.7, 0.0, -22.6
O=S(=O)(Nc1ccc(Cl)cn1)c1cccc(S(=O)(=O)c2ccccc2)c1
    5.7, -3.4, 0.1, ., -1.4, 4.4, 2.2, -18.6, -1.4, -8.8

Under each structure: HTR5A ag, dFosB activator, Wnt bcat act, MITF act, NSD2 HMT inh, V-ATPase pHluor, PvdQ acylase, SR-BI DiI inh, CDK5 p35 inh, HTR5A inv ctr
COc1ccccc1CNC(=O)COc1ccc([N+](=O)[O-])cc1
    -4.0, -7.0, -2.2, 5.3, 0.1, 0.1, -8.0, 9.1, 0.5, 10.4
CN(C)C=NC(=O)c1cccn1-c1ncc(C(F)(F)F)cc1Cl
    0.9, -4.1, -12.4, 3.2, 11.1, -1.1, -8.1, 3.6, 1.6, -2.3
COc1ccc(S(=O)(=O)N2CCCCC2)cc1NS(=O)(=O)c1ccccc1
    -0.7, 1.3, -4.4, -11.2, -0.8, 0.4, 0.6, -9.8, -0.5, 2.5
COc1ccc(OC)c(S(=O)(=O)N2CCC(C(=O)N3CCc4ccccc4C3)CC2)c1
    -0.3, -12.1, ., 4.0, -1.8, -2.1, -10.5, 31.1, 0.0, -13.8
O=C(c1cc(=O)[nH]c2ccccc12)N1CCN(S(=O)(=O)c2ccc3ccccc3c2)CC1
    -4.7, -3.5, ., -8.4, 2.7, -0.1, -2.2, -14.5, 1.5, -9.5
Cc1onc(C(=O)NN)c1-c1csc(COc2ccccc2)n1
    -1.6, -3.5, 5.4, ., 0.2, 3.1, 9.3, 18.2, 1.2, -30.8
C=C[C@@H]1c2ccccc2N(S(=O)(=O)c2ccc(C)cc2)[C@H](c2ccc(OC(C)=O)cc2)C1(C#N)C#N
    -2.9, 11.9, 3.4, -5.0, ., -8.1, -0.4, -28.7, 0.2, 13.4
Cc1ccccc1NC(=O)CSc1ccc2nnc(-c3ccccn3)n2n1
    -2.8, 1.0, -0.4, -12.9, -0.1, -0.2, -14.2, -11.9, -0.8, -12.2
O=C(Cc1ccsc1)Nc1ccccc1F
    1.0, -4.6, 1.3, 3.2, 3.2, -0.1, -11.7, 8.1, -2.9, -2.4
COc1cc2ccccc2ccc1=NO
    5.2, -1.2, -3.9, -10.1, ., -2.8, -6.3, -10.7, 28.3, -19.9
CCOC(=O)/C(C#N)=C/Nc1cc(OC)ccc1OC
    0.5, 0.0, 0.9, -1.2, -2.3, -3.3, -8.7, 25.8, 0.6, -9.2
O=C(N/C(=C\c1ccc(Br)cc1)C(=O)N1CCOCC1)c1ccc([N+](=O)[O-])cc1
    -0.2, -10.3, 1.1, ., ., -0.5, -9.5, ., -0.5, 0.6
COc1ccc(CCNC2CC(=O)N(C3CCCCC3)C2=O)cc1OC (centres undefined)
    6.2, -6.2, -1.9, 5.4, -2.9, 1.1, -1.9, -14.5, 0.0, -15.9
Cc1nc2c(C#N)c(-c3ccc(Cl)cc3)ccn2n1
    -2.0, -1.7, -1.5, -0.4, 0.4, -1.3, -1.3, -17.3, 0.2, 5.5
Cc1ccc(SCCC(=O)N(C)CC(=O)Nc2c(C)cccc2C)cc1
    -1.6, -1.8, 3.1, -5.3, -0.7, 2.8, -9.3, -7.7, 0.5, -6.8
O=c1ccsn1Cc1ccccc1
    -0.2, 0.4, ., 7.5, 17.9, 0.4, -14.8, -16.4, -5.0, -1.7
NC(=O)C1CCN(C(=O)c2ccc3c(=O)n(Cc4cccc(Br)c4)c(=S)[nH]c3c2)CC1
    3.0, -6.6, -2.4, -9.1, -0.1, -3.0, -13.8, -30.0, 0.8, -4.8
COc1ccc(OCC(=O)N2CCCC(CO)(CCOc3ccccc3)C2)cc1 (centres undefined)
    1.6, -11.1, -2.5, -0.6, -1.6, -1.2, -4.5, 2.6, 1.5, 6.1
CCOC(=O)C1=C(C)N=c2s/c(=C/c3ccccc3)c(=O)n2C1c1ccc(OC)c(OC)c1 (centres undefined)
    4.8, -19.4, ., 9.2, 22.6, 1.5, -9.6, 16.9, 0.5, 5.4
COc1ccccc1NS(=O)(=O)c1cc(NC(=O)COc2ccccc2)ccc1N1CCOCC1
    -1.3, -5.1, -8.7, 9.6, 2.8, -2.8, -10.3, -6.5, 1.2, 5.0
O=[N+]([O-])c1cccc(-c2ccc(/C=N/Nc3nc(N4CCCCC4)nc(N4CCCCC4)n3)o2)c1
    3.3, -15.3, -2.0, 0.1, -2.1, 0.3, -6.4, 84.0*, -2.3, -9.3
Cc1ccc(NC(=O)CSc2ncccn2)cc1S(=O)(=O)N1CCCCC1
    0.8, 11.6, -2.0, 1.3, 1.2, -0.5, 6.1, -12.8, 0.6, -2.3
N#Cc1ccccc1OCC(=O)NCCNC(=O)COc1ccccc1C#N
    -2.3, -5.1, 1.7, 4.3, 0.0, 7.5, -5.7, -10.0, 2.9, 8.5
COc1cc(OC)cc(-c2nnc(N(C)C(=O)c3ccncc3)s2)c1
    -2.2, -15.8, 2.3, 18.0, 0.2, -0.1, -13.6, 45.0, -0.5, 39.3
COC(=O)c1ccc(-c2csc(NC(=O)C3=COCCO3)n2)cc1
    6.1, -25.3, 0.0, 15.8, -1.0, -1.7, -7.1, -12.1, -10.7, -22.2
CCCC(=O)Nc1sc(C(=O)Nc2cccc(N)c2)c(C)c1C(=O)OC
    2.5, -17.2, 37.1*, 44.8, 4.3, -2.6, -14.2, 59.4, -0.9, -6.5

An unsorted share of the library; about 5% have a hit in one of these screens.
